# GSK3 alpha inh: blocks human GSK-3 alpha kinase | ADP-Glo luminescence, 60 min | inhibition, % at 10 µM | hit rate 0.1% among 320,000 | AID 2650;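 in the data active = inhibition above about 50%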;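 also: GST-tagged GSK-3 alpha with peptide substrate and 25 µM ATP; 0% = DMSO neutral wells and 100% = GW8510 positive control wells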
# Target sequence (P49840 whole entry, looked up): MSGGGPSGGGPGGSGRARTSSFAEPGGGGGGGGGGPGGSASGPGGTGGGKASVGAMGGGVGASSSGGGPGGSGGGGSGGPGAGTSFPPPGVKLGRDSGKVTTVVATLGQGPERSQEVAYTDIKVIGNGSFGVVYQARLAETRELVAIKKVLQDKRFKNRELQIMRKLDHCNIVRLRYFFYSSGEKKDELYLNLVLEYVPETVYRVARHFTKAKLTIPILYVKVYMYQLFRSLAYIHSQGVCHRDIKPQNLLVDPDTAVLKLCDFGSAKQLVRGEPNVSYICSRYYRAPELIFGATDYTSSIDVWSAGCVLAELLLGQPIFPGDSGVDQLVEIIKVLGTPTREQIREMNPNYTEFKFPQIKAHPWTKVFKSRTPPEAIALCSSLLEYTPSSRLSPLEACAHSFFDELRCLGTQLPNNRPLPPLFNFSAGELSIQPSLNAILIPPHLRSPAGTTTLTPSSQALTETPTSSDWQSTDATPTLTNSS
# HSP90 inh: inhibitors of HSP90 luciferase refolding in rabbit reticulocyte lysate | hit rate 0.91% among 290,000 | luciferase refolding luminescence, 3 h | inhibition, % at 5.6 µM | AID 1789;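 active = inhibition above the screen-wide mean plus 3 SD, computed separately per campaign, cut at about 16% in these data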;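 also: 0% = DMSO wells and 100% = 60 µM geldanamycin wells; inhibitors lower the luminescence because luciferase stays unfolded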
# PolyA inhibitor: yeast polyadenylation inhibition; S. cerevisiae SKY197-pL101 polyadenylation reporter, beta-gal luminescence; efflux-impaired pdr1/pdr3 knockout yeast; score 100 = 6 SD above DMSO; calls only at 12 µM; hit rate 0.02% among 300,000;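 active = lowest replicate activity score at least 50, where 100 means six control SD above control mean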;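 also: yeast exposed to compound for 9 h at 30 °C; higher score means more reporter readthrough which indicates perturbed polyadenylation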
# Platelet DG rel: platelet dense granule release activity; human platelet-rich plasma, SFLLRN dense granule ATP release, luminescence; inhibition, %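 (compounds screened at 7.5 µM in platelet-rich plasma)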; hit rate 0.22% among 300,000; AID 1663;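 active = mean replicate score, as percent of positive control, at or above 50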
# HSF-1 act: increases HSF-1 driven luciferase reporter signal. NIH3T3-HGL HSF-1 luciferase reporter, MG132, 8 h; 100% = twice DMSO control signal. AID 504408. hit rate 1.7% among 300,000. activation, % at 9 µM;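 active = mean replicate activation of at least 50% with a set share of replicates each reaching 50%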;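 also: 0% = median of the neutral control wells and 100% = twice that signal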
# GSK3B inh: blocks human GSK3beta kinase activity. hit rate 0.038% among 300,000. GST-GSK3beta kinase, ADP-Glo luminescence, 60 min; hits give low values. P49841. activity score (negative = inhibition), % at 10 µM;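 active = more than half of replicate wells score below -50%, meaning over 50% inhibition versus plate controls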;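 also: 0% = median DMSO wells and -100% = median GW8510 positive control wells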
# Target sequence (P49841 whole entry, looked up): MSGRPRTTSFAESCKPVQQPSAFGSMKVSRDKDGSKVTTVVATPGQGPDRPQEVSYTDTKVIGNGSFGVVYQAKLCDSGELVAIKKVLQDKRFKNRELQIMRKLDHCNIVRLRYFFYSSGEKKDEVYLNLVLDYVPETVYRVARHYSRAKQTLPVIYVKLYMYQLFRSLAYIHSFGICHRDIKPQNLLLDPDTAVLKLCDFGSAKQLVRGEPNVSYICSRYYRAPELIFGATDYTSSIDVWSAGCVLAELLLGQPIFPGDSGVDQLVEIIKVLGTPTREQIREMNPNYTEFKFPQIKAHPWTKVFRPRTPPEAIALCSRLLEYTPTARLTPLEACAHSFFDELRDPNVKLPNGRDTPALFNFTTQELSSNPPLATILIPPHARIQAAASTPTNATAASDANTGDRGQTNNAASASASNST
#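 Assay system: GST-tagged human GSK3beta kinase, cell-free; Input: 1.6 ng GSK3beta; Medium: Tris/MgCl2 kinase buffer; Timing: 60 min enzyme reaction, room temperature; Signal: ADP-Glo luminescence quantifying ADP generated by kinase; Evaluation: score relative to plate controls; Benchmarks: DMSO neutral wells and GW8510 at 20 µM as positive.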
# HDAC3 inh: inhibitors of human histone deacetylase 3. hit rate 0.15% among 320,000. recombinant HDAC3, fluorogenic peptide/trypsin coupled, fluorescence. AID 2718. inhibition, % at 8.3 µM; in the data active = inhibition above about 26%, passing the limit was not always enough
# AI-2 QS mod: modulates the Vibrio harveyi AI-2 quorum sensing system; Vibrio harveyi JMH597 AI-2 luminescence/OD600 ratio, 9 h; hits give low values; strain lacks LuxN and CqsS sensors; 0 = neutral-control median; activity change, % at 7.5 µM; hit rate 0.4% among 300,000; AID 2094; in the data active = activity change below about -75%, passing the limit was not always enough;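 also: luminescence divided by OD600 gain over 9 h not by final OD600 alone; inactives centre near 13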
# DYRK1A inh: inhibitors of rat Dyrk1A kinase; Q63470; ADP-Glo luminescence, NFATc1 peptide; inhibition, % at 12.5 µM; hit rate 0.43% among 310,000; AID 504441; in the data active = inhibition above about 50%;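 also: plate controls were vehicle with enzyme for no effect and no enzyme for full effect; many of its hits are not listed in these tables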
# HSF1 inh: HSF1 inhibition | hit rate 0.77% among 300,000 | AID 2098 | activity change, negative = inhibition, % at 7.5 µM (by protocol) | NIH3T3-HGL HSE-luciferase, MG132-induced, luminescence 8 h; hits give low values;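 active = more than half of replicate wells show activity change below -50%, luminescence cut by over half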;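 also: luciferase reports HSF-1 transcriptional activity via heat shock element; 0% = median of DMSO wells and -100% = zero luminescence signal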
# Starred values were filed as active, the others as inactive; i = inactive; x = not tested or not shown. The list is partial; the hit share may differ from the screen's.
SMILES,GSK3 alpha inh,HSP90 inh,PolyA inhibitor,Platelet DG rel,HSF-1 act,GSK3B inh,HDAC3 inh,AI-2 QS mod,DYRK1A inh,HSF1 inh
CCOc1ccc(C(=O)Nc2cc3c(cc2N2CCCC2)n(CC)c(=O)n3CC)cc1OCC,3,-10,i,0,9,3,7,10,3,-2
COc1ccc(C(=O)NCc2nnc(SCC(=O)N3CCOCC3)o2)cc1,-3,5,i,-3,-3,3,-2,15,4,-10
COCCCNC(=O)c1ccccc1NS(C)(=O)=O,-1,-3,i,-5,0,2,-3,-6,-1,-3
NC(=O)c1ccccc1OCC(=O)NS(=O)(=O)c1ccc(Cl)cc1,0,-2,i,1,13,1,1,1,5,-1
COc1ccc(/C=C/C(=O)O)cc1S(=O)(=O)NCC1CCCO1 (centres undefined),1,0,i,0,-6,2,x,10,6,-5
COc1ccc(-c2[nH]c(-c3cc(OC)c4c(c3)OCO4)nc2-c2ccccc2)cc1,1,0,i,7,-6,2,-8,14,-4,-6
O=C(O)Cn1ncc2c1-c1ccoc1CC2,-80,4,i,-3,-26,-2,2,7,-8,-4
CC1CCN(C(c2ccc(N(C)C)cc2)c2nnnn2Cc2ccc(F)cc2)CC1 (centres undefined),1,0,i,4,15,-2,3,6,-4,26
O=C(Cn1cnc2cc([N+](=O)[O-])ccc2c1=O)Nc1ccc2c(c1)CCC2,0,8,i,7,-9,1,-17,24,4,-10
CCCNC(=O)c1c(O)c2cccc3c2n(c1=O)CCC3,-2,2,i,3,-5,-3,2,-2,6,-6
CSc1ccc(Cl)c(C(=O)Nc2ccc(N3CCOCC3)cc2)c1,-1,-2,i,0,-4,-5,-4,14,0,1
O=C(O)CCC(NC(=O)c1ccc(Cl)cc1)C(=O)O (centres undefined),0,-1,i,-10,-17,3,-4,23,-10,2
Cc1ccc(C(=O)NC2CCS(=O)(=O)C2)cc1S(=O)(=O)N1CCCCC1 (centres undefined),4,-2,i,9,-5,3,1,7,11,-11
CCOC(=O)CNC(=O)c1c2c(nc3ccccc13)CCCC2,-4,0,i,-5,30,-3,-6,29,-6,1
Cc1cccc(NC(=O)c2onc3c2CCCC3)c1C,1,-2,i,4,65*,0,-1,1,17,19
Cn1nc([N+](=O)[O-])nc1N1CCOCC1,2,-1,i,-4,7,1,2,4,-1,-5
N#Cc1ccccc1Sc1ccccc1C(=O)N1CCOCC1,-1,-1,i,5,-10,1,3,14,10,2
Cc1ccc(C)c(S(=O)(=O)Nc2cc3c4c(c2)CC(=O)N4CCC3)c1,-5,x,i,-1,4,1,-2,19,4,0
COc1ccc(S(=O)(=O)N2CCOC23CCN(S(=O)(=O)c2cc(C)ccc2C)CC3)cc1,-3,x,i,17,11,-7,-1,1,-1,10
Cc1ccc(C(=O)CSc2nnc3c4ccccc4nc(C(C)(C)C)n23)cc1,2,0,i,3,2,-3,4,7,-5,-3
COc1cccc(NC(=O)Cc2ccc(C)cc2)c1,-16,4,i,-3,7,0,-3,-73,3,-1
CCNCCNC(=O)c1c(O)c2cccc3c2n(c1=O)CCC3,-2,0,i,-1,-13,-8,-8,23,17,1
CC(C)CCNC(=O)C(=O)Nc1cc2c3c(c1)CC(=O)N3CCC2,-2,-4,i,9,13,1,-2,1,-6,0
NS(=O)(=O)c1ccc(CCNC(=O)COC(=O)/C=C/c2ccccc2Cl)cc1,-1,0,i,-3,-2,2,8,12,-11,1
CC(=O)C1=C(C)N(Cc2ccccc2)C(=O)N[C@H]1c1cccs1,1,0,i,-1,-15,1,4,10,1,-1

# (continued)
SMILES,GSK3 alpha inh,HSP90 inh,PolyA inhibitor,Platelet DG rel,HSF-1 act,GSK3B inh,HDAC3 inh,AI-2 QS mod,DYRK1A inh,HSF1 inh
CN1CCC(=O)N(CCSc2ccc(Br)cc2)CC1,0,x,i,-1,9,-6,-2,-7,-2,6
COc1ccc(-c2noc(CSc3nc(N)c(-c4ccccc4)c(=O)[nH]3)n2)cc1,-1,3,i,6,3,3,15,36,5,10
O=S(=O)(c1cccs1)N1CCC(CO)(Cc2cccc(F)c2)CC1,-1,-1,i,0,3,4,-1,14,1,-2
CC(C)c1nc2c(s1)CCc1onc(-c3ccc(Cl)cc3)c1-2,-1,x,i,-9,3,2,-1,15,10,-3
CC1(C)OC(C)(C)/C(=C\c2ccccc2[N+](=O)[O-])C1=O,-2,2,i,6,10,-2,2,8,3,1
Cc1ccc(C(=O)Oc2ccc([N+](=O)[O-])cc2)cc1S(=O)(=O)N1CCCCCC1,-2,3,i,-2,3,4,-7,30,8,-4
COc1ccccc1CCC(=O)N1CCN(S(=O)(=O)c2cccc(F)c2)CC1,1,x,i,6,0,3,-5,24,1,-6
O=S(=O)(c1ccc2nc(SCc3ccc(Cl)cc3)[nH]c2c1)N1CCOCC1,-2,1,i,1,31,1,-15,-64,5,4
CCOc1ncccc1C(=O)OC(C)C(=O)Nc1ccc(CC)cc1 (centres undefined),4,-3,i,-5,-5,0,0,32,-13,3
Cc1cc(C)c(NC(=O)CO/N=C2\CCCc3nonc32)c(C)c1,-3,0,i,5,12,0,-3,1,7,7
O=C(Nc1cccc([N+](=O)[O-])c1)c1ccc2nc(N3C(=O)CCC3=O)sc2c1,4,3,i,-5,23,1,3,8,10,-8
COCCCn1c(=O)/c(=C\c2cccc(OC)c2OC)s/c1=C(/C#N)C(=O)Nc1ccc(C(=O)O)cc1,-1,-8,i,-7,38,1,12,47,-1,14
Cc1ccc(NC(=O)Cc2nnc(SCC(=O)NC3CCCC3)n2C)cc1C,-2,-4,i,-5,6,-4,4,-3,0,7
Cc1ccc(-c2nc(CS(=O)(=O)CC(=O)NCc3ccc4c(c3)OCO4)c(C)o2)cc1,-2,-2,i,4,8,2,1,-1,-8,1
O=C1COc2ccc(C(=O)COC(=O)c3cc(S(=O)(=O)NCc4ccccc4)ccc3O)cc2N1,-4,-1,i,0,0,-1,2,19,-3,-5
COc1cc(C2C(C(=O)Nc3ccccc3OC)=C(C)Nc3ncnn32)ccc1O (centres undefined),1,-2,i,-9,3,1,-5,11,-2,-2
CCn1c(/C=C2/C(=O)N(C)c3ccccc32)nc2ccccc2c1=O,7,0,i,-2,10,0,0,8,-2,2
CCNC(=O)NC(=O)C(C)Oc1ccc(C(=O)OC)cc1 (centres undefined),-1,1,i,3,-7,-2,-8,19,-4,-8
O=C(Nc1cccc(C(=O)O)c1)/C(=C\c1ccccc1)NC(=O)c1ccccc1,0,-2,i,-2,x,-2,8,19,5,x
Cc1csc(NC(=O)C2CCCO2)n1 (centres undefined),-1,-4,i,3,1,2,0,16,4,-4
O=C(O)c1cc(S(=O)(=O)N2CCOCC2)ccc1N1CCCCC1,1,-3,i,1,-2,1,-2,34,-1,0
COc1ccc2nc(/C=N/NC(=O)[C@H](CCSC)NC(=O)OC(C)(C)C)ccc2c1,-2,-1,i,11,15,1,-24,11,-1,-4
Cc1cc(CN(C)C(=O)CC2C(=O)NCCN2Cc2ccc(-c3ccccc3)cc2)on1 (centres undefined),-1,1,i,-6,20,2,11,11,7,6
COc1cccc(C(=O)CSc2nnc(-c3ccco3)n2CC2CCCO2)c1 (centres undefined),-1,0,i,-2,3,-5,10,15,-4,-3
N#Cc1c(NC(=O)COC(=O)C2CC3C=CC2C3)oc(-c2ccccc2)c1-c1ccccc1 (centres undefined),3,-1,i,-3,-5,1,-1,4,5,-4

# The list continues.
SMILES,GSK3 alpha inh,HSP90 inh,PolyA inhibitor,Platelet DG rel,HSF-1 act,GSK3B inh,HDAC3 inh,AI-2 QS mod,DYRK1A inh,HSF1 inh
O=C1c2ccc(-c3nc4ccccc4o3)cc2C(=O)N1Cc1cccnc1,0,-3,i,-6,-11,-1,-2,4,x,-21
O=C(Nc1cc(=O)[nH]c2ncnn12)c1ccccc1Cl,18,1,i,-1,0,-14,9,37,10,2
CCOC(=O)CN(Cc1sccc1C)C(=O)Nc1ccc(OC)cc1OC,6,0,i,3,6,2,-4,-3,7,7
CC(=O)Nc1ccc(OC(=O)CC2SC(=O)NC2=O)cc1 (centres undefined),2,3,i,-2,-2,0,10,29,6,0
CCOC(=O)C1CCN(C(=O)Cn2cc(C(=O)c3ccco3)c3ccccc32)CC1,0,-1,i,4,26,2,1,-2,x,11
CCN1CCN(C(=O)NS(=O)(=O)c2ccc(C)cc2)CC1,x,-4,i,-7,6,3,x,-1,1,-10
Cc1ccc(OCC(=O)Nc2nnc(S(=O)(=O)N3CCCCCC3)s2)cc1,-2,-4,i,4,7,-1,-3,-50,-2,1
O=C(O)c1cc(S(=O)(=O)Nc2ccc3oc(=O)sc3c2)ccc1O,-7,0,i,-10,19,-3,-5,33,x,-4
Cc1ccc(C)c(NC(=O)c2ccc3nccnc3c2)c1,-2,3,i,4,-11,3,-7,32,0,-7
COC(=O)n1c(SC)nc2ccccc21,-1,7,i,8,-6,5,-2,1,-8,-2

# A draw from above in order of molecular weight, rising:
SMILES,GSK3 alpha inh,HSP90 inh,PolyA inhibitor,Platelet DG rel,HSF-1 act,GSK3B inh,HDAC3 inh,AI-2 QS mod,DYRK1A inh,HSF1 inh
Cc1csc(NC(=O)C2CCCO2)n1 (centres undefined),-1,-4,i,3,1,2,0,16,4,-4
COC(=O)n1c(SC)nc2ccccc21,-1,7,i,8,-6,5,-2,1,-8,-2
O=C(Nc1cc(=O)[nH]c2ncnn12)c1ccccc1Cl,18,1,i,-1,0,-14,9,37,10,2
CC(=O)Nc1ccc(OC(=O)CC2SC(=O)NC2=O)cc1 (centres undefined),2,3,i,-2,-2,0,10,29,6,0
CCN1CCN(C(=O)NS(=O)(=O)c2ccc(C)cc2)CC1,x,-4,i,-7,6,3,x,-1,1,-10
O=C(O)c1cc(S(=O)(=O)N2CCOCC2)ccc1N1CCCCC1,1,-3,i,1,-2,1,-2,34,-1,0
O=C1c2ccc(-c3nc4ccccc4o3)cc2C(=O)N1Cc1cccnc1,0,-3,i,-6,-11,-1,-2,4,x,-21
O=C(O)c1cc(S(=O)(=O)Nc2ccc3oc(=O)sc3c2)ccc1O,-7,0,i,-10,19,-3,-5,33,x,-4
O=C(Nc1cccc(C(=O)O)c1)/C(=C\c1ccccc1)NC(=O)c1ccccc1,0,-2,i,-2,x,-2,8,19,5,x
CCOC(=O)CN(Cc1sccc1C)C(=O)Nc1ccc(OC)cc1OC,6,0,i,3,6,2,-4,-3,7,7
COc1cccc(C(=O)CSc2nnc(-c3ccco3)n2CC2CCCO2)c1 (centres undefined),-1,0,i,-2,3,-5,10,15,-4,-3
CCOC(=O)C1CCN(C(=O)Cn2cc(C(=O)c3ccco3)c3ccccc32)CC1,0,-1,i,4,26,2,1,-2,x,11
COc1ccc2nc(/C=N/NC(=O)[C@H](CCSC)NC(=O)OC(C)(C)C)ccc2c1,-2,-1,i,11,15,1,-24,11,-1,-4
N#Cc1c(NC(=O)COC(=O)C2CC3C=CC2C3)oc(-c2ccccc2)c1-c1ccccc1 (centres undefined),3,-1,i,-3,-5,1,-1,4,5,-4

# Source: PubChem
